Compound activity (PubChem BioAssay)
DENV2 CPE – protects cells from dengue virus 2 cytopathic effect | DENV2-infected cells, cytopathic effect rescue, plate reader | CPE inhibition, % at 9.99 µM | 350,000 compounds, 1.7% hits; in the data active = CPE inhibition above about 20%, passing the limit was not always enough; inconclusive = no clear call, values can overlap the other calls; tested in BHK-21 cells;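 also: 0% = median of neutral control wells and 100% = median of positive control wells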
EWS-Fli block – blocks EWS/Fli oncoprotein-driven transcription; 350,000 compounds, 0.67% hits; inhibition, % at 12.6 µM; A673 NR0B1-luciferase reporter, viability-normalised;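 active = mean inhibition of at least 50% after viability correction, with every replicate also passing that limit; inconclusive = mean reaches 50% but only one of two replicates passes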;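 also: firefly luciferase signal divided by Alamar Blue viability fluorescence both relative to DMSO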
miR122 inh – blocks miR-122 activity in Huh7 sensor cells; Huh7 miR-122 Renilla luciferase sensor, 48 h; neutral wells = 0, positive control = 100; activation (reporter increase), % at 12.5 µM; 340,000 compounds, 0.3% hits; AID 602342;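 active = mean replicate activation score at least 90 and every replicate individually at or above 90; inconclusive = only one of the two criteria met; inactive = neither criterion met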;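 also: higher luciferase means less miR-122 activity so hits act as miR-122 inhibitors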
GSIS activator – GLuc luminescence reporter in INS-1E cells, primary screen for activators of glucose-dependent secretion of insulin. AID 743287. activation, % at 16.6 µM. 370,000 compounds, 0.61% hits. INS-1E GLuc reporter insulin secretion, 2-3 h;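 active = lowest replicate activation of at least 40%, so every replicate reaches that level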;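 also: 0% = median of neutral control wells and 100% = median of IBMX positive control wells; some compounds called inactive have numbers as strong as hits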
FN deposition inh – fibronectin deposition inhibition; AH1F fibroblasts, Alexa488-fibronectin deposition fluorescence, overnight; 350,000 compounds, 0.086% hits; inhibition, % at 12.6 µM;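 active = mean inhibition across replicates of 30% or more, regardless of how many single replicates reach that level; inconclusive = mean under 30% yet at least half of replicates reach 30%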;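 also: positive control wells lacked labelled fibronectin entirely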
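material = AH1F fibroblast monolayer depositing Alexa488-labelled fibronectin into matrix | amount = 10000 AH1F cells/well | buffer or medium = DMEM plus 2% serum, read in PBS | incubation = 1 h cell adhesion before compound, then overnight fibronectin incubation | detection = fluorescence at 485 nm excitation, 525 nm emission | evaluation = percent inhibition as loss of matrix-bound fibronectin fluorescence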
PAX8 inh HTS – inhibitors of PAX8 transcriptional activity in RMG-I cells. inhibition, % at 12.6 µM. RMG-I TPO-luciferase reporter, SteadyGlo, 24 h. AID 652154. 360,000 compounds, 1.2% hits;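 active = mean replicate inhibition at least 60% with every replicate also reaching 60%; inconclusive = only one of the two criteria is met; inactive = mean below 60% and not all replicates reaching 60%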;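 also: luciferase light reporting Pax8 driven TPO promoter activity; plate controls were median of neutral control wells for no effect and mitoxantrone controls for full effect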
F508del corr – correctors of CFTR F508del function in bronchial epithelial cells; CFBE cells, YFP halide quenching; stimulated with forskolin plus potentiator P3; % fluorescence drop versus neutral controls; activity (quench increase), % at 7.58 µM; AID 720511; 350,000 compounds, 0.36% hits;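 active = mean added fluorescence quench of at least 8% versus neutral control, with both replicates also reaching 8%; inconclusive = only one of the mean or replicate conditions met; inactive = mean below 8% and not both replicates reaching 8%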;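 also: cells transiently co-express mutant CFTR-F508del with the halide-sensitive YFP; corrector assay measuring rescue of mutant channel to the surface after 24 h compound exposure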
* = called active by the depositor; ? = inconclusive; · = no result given; & = joins results of further samples; [ ] = remark or other dose. Some of the compounds tested; count on the stated rates, not on these rows.

SMILES	DENV2 CPE	EWS-Fli block	miR122 inh	GSIS activator	FN deposition inh	PAX8 inh HTS	F508del corr
CCOC(=O)[C@]12Cc3ccccc3[C@H]1N(C(C)C)C(=O)c1ccccc12	-5	16	·	-5	4	-15	0.7
CCCN(CC1CC1)CC(O)c1ccccc1 (stereo unspecified)	0	5	-5	5	-2	4	1.8
CC(C)OCCCNC(=O)c1c(N)n(CC2CCCO2)c2nc3ccccc3nc12 (stereo unspecified)	·	13	·	-4	·	·	-4.9
COc1cc(/C=N/n2cnnc2)ccc1OC(=O)N(C)C	10	-1	-4	13	·	·	-0.7
CCCC(=O)Nc1cc(C(=O)N2CCC3(CC2)OCCO3)ccc1S(=O)(=O)c1ccc(C)cc1	·	·	21	1	5	·	·
Nc1ccc(CCN2CCN(c3cccc(C(F)(F)F)c3)CC2)cc1	1	13	-2	5	0	-16	-0.4
CC(C#N)CCC#N (stereo unspecified)	-1	-1	-1	-1	·	·	-0.2
CNC(C)Cc1ccc(OC)cc1 (stereo unspecified)	3	-93	·	-3	·	·	-1.8
COC(=O)[C@@]1(Cc2ccc(F)cc2)[C@H]2c3cc(C(=O)N(C)C)[nH]c3C[C@H]2CN1C(=O)c1ccccc1	7	0	2	-20	-1	5	3.1
Cc1cc(C)c2c(ccc3cccc[n+]32)c1	-8	17	0	-19	-1	7	0.6
C=CCN(CC=C)C(=O)Nc1ccc(OCC)cc1	·	-11	·	-8	-11	-12	-2.1
O=C(O)Cn1cc(/C=C2\C(=O)NC(=O)N(c3ccc(Br)cc3)C2=O)c2ccccc21	-1	17	·	-8	-5	12	3.9
COc1ccccc1N1CCN(Cc2c(F)cccc2F)CC1	1	-1	4	-16	·	·	0.3
CCn1c(O)c(C(c2ccccn2)c2c(O)n(CC)c(=S)[nH]c2=O)c(=O)[nH]c1=S	·	1	0	-4	·	·	-3.3
Cc1cc(C=C2C(=O)NC(=O)NC2=O)c(C)n1-c1ccc2c(c1)OCO2	-13	9	-2	3	11	41	·
O=C1CNC[C@H]2[C@@H](c3ccc(Br)cc3)[C@@H](CO)N12	-11	-11	·	-1	-7	-7	-3.2
CCCCC(=O)N/N=C/c1c(O)n(C2CC2)c(=S)[nH]c1=O	-6	3	·	19	3	9	1.9
Cn1c(O)c(C=Nc2ccccc2)c(=O)n(C)c1=O	-4	-3	-5	18	-1	18	-1.9
CCNC(=O)NC(=O)C(C)OC(=O)c1c(C)nn(Cc2ccccc2Cl)c1Cl (stereo unspecified)	14	9	·	-20	-11	3	1.5
CC1=CC(=Cc2sc3ccccc3[n+]2C)C=C(C)O1	0	22	·	-36	-1	75*	1.8
Cc1nc2ccccc2c(=O)n1-c1cccc(C(F)(F)F)c1	-6	1	3	·	3	3	2.4
O=c1[nH]c(=S)n(C2CC2)c(O)c1C=NCC1CCCO1 (stereo unspecified)	6	-4	·	-5	5	18	-0.1
Cc1nn(Cc2ccccc2)c(Cl)c1C(=O)OCC(=O)N1CCCC1	3	4	·	11	-7	-3	-1.2
COc1ccc(CN2CCN(C(=O)COc3ccc4ccccc4c3)CC2)c(OC)c1	-3	12	-7	-38	0	19	-1.5
CC12CCC(=O)C=C1CC(N1CC1)C1C2CCC2(C)C(O)CCC12 (stereo unspecified)	1	-3	·	-2	8	-13	-4.5
C[C@H](CO)N1C[C@H](C)[C@H](CN(C)C(=O)Oc2ccc3ccccc3c2)OCc2cnnn2CCCC1=O	-4	-2	10[16.7 µM]	-7	-1	·	-2.0
COc1ccc(NC2=NC(C)(C)CS2)cc1	6	-82	-9	4	3	-116	-3.4
COc1ccc(-[n+]2c(-c3ccccc3)cc(-c3ccccc3)cc2-c2ccccc2)cc1	-12	49	·	3	8	92*	2.8
Cc1cc(N2CCNC[C@H]2C)ccc1N1CCN[C@@H](C)C1	0	-9	·	9	5	-8	0.4
COc1ccc(OCC#CCN2CCCCCC2)cc1	3	-14	·	11	-7	-24	·
N#Cc1cccc(-c2ccc([C@H]3[C@@H](CO)N4CCCCN(C(=O)Cc5ccncc5)C[C@H]34)cc2)c1	-2	·	-7[16.7 µM]	14	·	-8	-0.3
COc1cc(OC)c(OC)cc1CN1CCN(C(=O)COc2ccc3ccccc3c2)CC1	4	-42	-20	7	4	12	-0.5
O=P1(c2ccccc2)CC=CC1	-3	-4	-3	2	·	11	1.3
COC(=O)[C@H]1[C@H](CO)[C@H]2Cn3c(ccc(C4=CCCC4)c3=O)[C@@H]1N2Cc1ccccn1	-12	-1	·	9	·	·	·
CC(C)CN(C(=O)CN1CC=C(c2ccccc2)CC1)c1c(N)n(CC(C)C)c(=O)[nH]c1=O	-2	1	1	-3	·	-14	·
CCCC#Cc1ccc([C@H]2[C@@H](CO)N3CCCCN(C(=O)Cc4ccccn4)C[C@@H]23)cc1	6	-7	-2[16.7 µM]	15	·	4	-2.0
CCC(C)n1c(O)c(C=NC(C)c2ccccc2)c(=O)[nH]c1=S (stereo unspecified)	-3	14	·	·	5	23	0.1
CC1(C)C(C(=O)N2CCN(C(=O)c3ccccc3)CC2)C1(C)C	-2	-19	·	-4	-1	3	1.0
C/C=C/c1ccc(C2[C@@H]3CN(Cc4cccc(F)c4)C[C@H]2N3)cc1 (stereo partly specified)	?	37&11	·	0&-3	-3&-3	-6&4	3.1&-2.2
O=C1NC(=O)C(=Cc2cccc(OCCOc3ccccc3)c2)C(=O)N1	1	-32	1	1	2	-49	-0.2

Some of these compounds in order of SMILES length, rising.
SMILES	DENV2 CPE	EWS-Fli block	miR122 inh	GSIS activator	FN deposition inh	PAX8 inh HTS	F508del corr
CC(C#N)CCC#N (stereo unspecified)	-1	-1	-1	-1	·	·	-0.2
CNC(C)Cc1ccc(OC)cc1 (stereo unspecified)	3	-93	·	-3	·	·	-1.8
O=P1(c2ccccc2)CC=CC1	-3	-4	-3	2	·	11	1.3
CCCN(CC1CC1)CC(O)c1ccccc1 (stereo unspecified)	0	5	-5	5	-2	4	1.8
COc1ccc(OCC#CCN2CCCCCC2)cc1	3	-14	·	11	-7	-24	·
Cc1cc(C)c2c(ccc3cccc[n+]32)c1	-8	17	0	-19	-1	7	0.6
Cc1nc2ccccc2c(=O)n1-c1cccc(C(F)(F)F)c1	-6	1	3	·	3	3	2.4
CC12CCC(=O)C=C1CC(N1CC1)C1C2CCC2(C)C(O)CCC12 (stereo unspecified)	1	-3	·	-2	8	-13	-4.5
CC(C)OCCCNC(=O)c1c(N)n(CC2CCCO2)c2nc3ccccc3nc12 (stereo unspecified)	·	13	·	-4	·	·	-4.9
COc1ccc(-[n+]2c(-c3ccccc3)cc(-c3ccccc3)cc2-c2ccccc2)cc1	-12	49	·	3	8	92*	2.8
CCCC(=O)Nc1cc(C(=O)N2CCC3(CC2)OCCO3)ccc1S(=O)(=O)c1ccc(C)cc1	·	·	21	1	5	·	·
N#Cc1cccc(-c2ccc([C@H]3[C@@H](CO)N4CCCCN(C(=O)Cc5ccncc5)C[C@H]34)cc2)c1	-2	·	-7[16.7 µM]	14	·	-8	-0.3

Next section.
SMILES	DENV2 CPE	EWS-Fli block	miR122 inh	GSIS activator	FN deposition inh	PAX8 inh HTS	F508del corr
CC1CC2C(C(O)CC3(C)C(O)CCC23)C2(C)CCC(=O)C=C12 (stereo unspecified)	-6	4	-4	2	·	-35	5.0
COC(=O)C1=C(c2cccc3c2S(=O)(=O)c2ccccc2-3)C[C@@H]2CC[C@H]1N2C(=O)N1CCOCC1	?	-8	·	-2	-3	5	-0.8
COC(=O)C1=C(c2cccc(OC)c2OC)C[C@@H]2CC[C@H]1N2C(=O)N1CCCCC1	-10	0	·	-16	0	9	-2.7
CC12CC(O)C3C(CCC4=CC(=O)CCC43C)C1CCC2=O (stereo unspecified)	-15	-4	4	-8	-1	-1	3.5
Cn1c(O)c(C=NC2CCN(Cc3ccccc3)CC2)c(=O)n(C)c1=O	·	6	10	17	4	9	0.7
CCc1ccc(OCC(=O)N2CCN(CC(=O)Nc3ccccc3Cl)CC2)cc1	15	-1	0	-41	-10	12	-0.4
CC12CCC(=O)C=C1CCC1C2CCC2(C)C1CCC2(O)CC#N (stereo unspecified)	-7	-3	-1	·	·	0	-0.1
O=C(Cc1ccccc1)N1CCN(C2CCCCCC2)CC1	-1	13	3	8	1	-2	0.9
CCC(C(=O)Nc1ccc(Cl)cc1)N1CCCC1=O (stereo unspecified)	-1	-2	8	·	-14	0	-1.6
CN1[C@H]2CC[C@@H]1C(C(=O)N1CCOCC1)=C(O)C2	?	-5	1	1	-7	2	-0.8
COc1cc(/C=C2\C(=O)NC(=O)N(CCc3ccc(F)cc3)C2=O)ccc1O	-4	8	·	-8	9	-26	-1.9
C[C@H]1CCCC(=O)CCCCCc2cc(O)cc(O)c2C(=O)O1	11	-15	4	·	-2&0	10	-2.5
COc1cccc(CC(=O)N2CCN(Cc3cccc(Cl)c3)CC2)c1	-5	-1	·	-53	-3	22	0.1
CCC1CN1P1(=O)OCC(C)([N+](=O)[O-])CO1 (stereo unspecified)	6	1	·	10	·	7	-1.1
CC(/C=C(\C)Nc1ccccc1)=Nc1ccccc1	4	2	·	17	·	0	-6.1
NC(Cc1ccccc1)c1nc2ccccc2[nH]1 (stereo unspecified)	0	-9	·	1	0	2	-0.7
NNCc1ccccc1	-5&0	-45&-32	12&-3	0	-8&9	-27&-59	-1.9&-2.7
Cc1cccc(N2C(=O)NC(=O)/C(=C\c3cnc(-c4ccccc4)nc3)C2=O)c1	·	·	4	-20	-2	-11	·
C/C=C/c1ccc([C@@H]2[C@@H](CO)N3CCCCN(C(=O)Cc4ccncc4)C[C@@H]23)cc1	?	2	8[16.7 µM]	11	·	-1	0.6
CCCCn1c(O)c(C(C)=NCCc2c[nH]c3ccccc23)c(=O)[nH]c1=O	-8	-1	·	-5	2	27	0.3

Single entries from above.
Value for O=C1NC(=O)C(=Cc2cccc(OCCOc3ccccc3)c2)C(=O)N1 in EWS-Fli block: -32
Value for O=C(Cc1ccccc1)N1CCN(C2CCCCCC2)CC1 in EWS-Fli block: 13

Remaining list, next part
SMILES	DENV2 CPE	EWS-Fli block	miR122 inh	GSIS activator	FN deposition inh	PAX8 inh HTS	F508del corr
OC1(c2ccccc2)CCNC2CCCCC21 (stereo unspecified)	4	1	14	1	-3	5	2.3
O=C(NCCN1CCC2(CC1)C(=O)NCN2c1ccccc1)C(c1ccccc1)c1ccccc1	6	10	·	-47	20	19	-0.6
COc1ccc(N2C(=O)CC(N3CCC(n4c(=O)[nH]c5ccccc54)CC3)C2=O)cc1 (stereo unspecified)	·	·	-4	-4	9	·	·
CCCCOC1OCN(C2CCCCC2)CC1(C)C (stereo unspecified)	1	7	-2	3	5	-6	-0.3
Nc1c(Cl)cc([N+](=O)[O-])cc1Cl	-10	-4	-8	2	-3	·	2.7
NC1=Nc2ccccc2Oc2ccccc21	·	·	0	5	-4	·	·
CN(C)[C@@H]1C(=O)C(C(N)=O)=C(O)[C@@]2(O)C(=O)C3=C(O)c4c(O)ccc(Cl)c4[C@@](C)(O)C3C[C@@H]12 (stereo partly specified)	3	-8	20	-3	-6	-1	-1.8
